ARFGAP1 inh – inhibitors of rat ARFGAP1 GAP activity, primary screen, biochemical, fluorescence polarization, GDP tracer; Arfgap1-stimulated ARF1 GTP hydrolysis, GDP FP detection; inhibition, % at 16.5 µM; 360,000 compounds, 0.26% hits; AID 651572, 2012;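 active = inhibition above a per-plate limit, mean inhibition of low control wells plus 3 SD, cut at about 25% in these data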;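 also: 0% = DMSO wells with enzyme and 100% = wells lacking Arfgap1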
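Material – truncated rat Arfgap1 GAP domain · Buffer or medium – HEPES-based buffer, pH 7.5 · Reagent – human ARF1(Δ1-17)-GTP substrate · Dosing – 16.5 µM single point, 1.26% DMSO · Schedule – GTP hydrolysis reaction 2 h at 25 °C · Technique – GDP detection by fluorescence polarization · Benchmarks – No-Arfgap1 wells (100%) versus DMSO full-reaction wells (0%) · Repeats – single replicate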
Tn6 DDE FP – inhibitors of Tn6 peptide binding to fibrin DD(E), primary screen, biochemical, fluorescence polarization, human fibrin, Tn6 probe. Fibrin DD(E) TRITC-Tn6 fluorescence polarization displacement. inhibition, % at 8.3 µM. 370,000 compounds, 0.21% hits. AID 720509, 2013;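 active = inhibition above a per-campaign cutoff: mean of compounds within control limits plus 3 SD, cut at about 15% in these data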;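 also: 0% = median of all compound wells on the plate and 100% = blocking peptide control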
ASAP1 inh – inhibitors of human ASAP1 ArfGAP activity, primary screen, biochemical, fluorescence polarization | Arf-GAP with SH3 domain, ANK repeat and PH domain-containing protein 1 (Homo sapiens), … | inhibition, % at 16.5 µM | ASAP1-stimulated ARF1 GTP hydrolysis, GDP FP detection | 360,000 compounds, 0.19% hits | AID 624377, 2012; in the data active = inhibition above about 25%;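 also: 0% = vehicle with enzyme and substrate and 100% = no enzyme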
Target sequence (Q9ULH1 325-724 limits assumed): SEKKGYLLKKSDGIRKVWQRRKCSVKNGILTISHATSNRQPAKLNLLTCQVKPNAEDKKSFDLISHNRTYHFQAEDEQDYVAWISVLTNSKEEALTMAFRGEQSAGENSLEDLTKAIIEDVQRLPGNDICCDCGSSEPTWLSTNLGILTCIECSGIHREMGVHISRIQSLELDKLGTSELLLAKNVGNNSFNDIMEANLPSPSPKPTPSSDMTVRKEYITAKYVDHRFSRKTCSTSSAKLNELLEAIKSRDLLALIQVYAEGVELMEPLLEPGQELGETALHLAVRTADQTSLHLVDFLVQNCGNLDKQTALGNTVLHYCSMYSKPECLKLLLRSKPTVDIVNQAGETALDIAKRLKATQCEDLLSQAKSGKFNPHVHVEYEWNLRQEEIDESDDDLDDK
PLCg1 inh – PLC-gamma1 enzyme inhibitors, primary screen, biochemical, fluorescence, purified enzyme. AID 720700, 2013. 370,000 compounds, 0.84% hits. fluorogenic substrate. inhibition, % at 12.2 µM; in the data active = inhibition above about 9.5%
proKLK7 act – proKLK7 zymogen activators, primary screen, biochemical, fluorescence intensity; 370,000 compounds, 0.9% hits; activation, % at 7 µM; purified proKLK7, EDANS-DABCYL substrate fluorescence; 100% is mature enzyme control, 0% vehicle; Kallikrein-7 (Homo sapiens), P49862;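 active = activation above the mean of all tested compounds plus 3 SD, computed per campaign excluding outliers beyond control limits, cut at about 13% in these data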
Target sequence (P49862 whole entry, looked up): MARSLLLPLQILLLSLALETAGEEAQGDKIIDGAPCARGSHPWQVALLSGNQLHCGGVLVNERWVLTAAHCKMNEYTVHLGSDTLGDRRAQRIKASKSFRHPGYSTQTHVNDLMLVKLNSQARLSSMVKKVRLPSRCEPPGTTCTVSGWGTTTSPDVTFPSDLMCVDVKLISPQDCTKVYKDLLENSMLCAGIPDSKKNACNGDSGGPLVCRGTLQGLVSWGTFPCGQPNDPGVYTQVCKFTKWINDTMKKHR
UHRF1 binding – UHRF1 methylated DNA binding inhibitors, primary screen, counter-screen for MBD2 inhibitor project, biochemical, TR-FRET, human UHRF1, single concentration; AID 687016, 2013; E3 ubiquitin-protein ligase UHRF1 (Homo sapiens), Q96T88; inhibition, % at 4.4 µM; UHRF1 binding to methylated oligo; 370,000 compounds, 0.75% hits; in the data active = inhibition above about 21%;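 also: UHRF1 SRA domain binding a hemimethylated CpG hairpin DNA probe; 0% = median of test compound wells and 100% = reference inhibitor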
PLCb3 inh – human PLC-beta3 inhibitors, primary screen, biochemical, fluorescence | 1-phosphatidylinositol 4,5-bisphosphate phosphodiesterase beta-3 (Homo sapiens), Q01970 | Purified PLC-beta3, fluorogenic substrate | inhibition, % at 12.2 µM | 370,000 compounds, 0.18% hits; in the data active = inhibition above about 11%;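 also: 0% = median of compound wells on plate and 100% = full blocker control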
ADAM17 inh – ADAM17 inhibitors, primary screen, biochemical, QFRET | Disintegrin and metalloproteinase domain-containing protein 17 (Homo sapiens), P78536 | inhibition, % at 6.95 µM | recombinant ADAM17, EDANS/DABCYL FRET peptide cleavage | 370,000 compounds, 0.83% hits;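 active = inhibition above the mean of compounds lying between control limits plus 3 SD, set per campaign, cut at about 8.5% in these data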;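 also: 0% = DMSO-only wells as the low control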
MBD2 DNA inh – inhibitors of MBD2 binding to methylated DNA, primary screen, biochemical, TR-FRET, DNA-binding domain, human. Methyl-CpG-binding domain protein 2 (Homo sapiens), Q9UBB5. 370,000 compounds, 0.31% hits. MBD2 binding to methylated oligonucleotide. inhibition, % at 4.4 µM; in the data active = inhibition above about 13%
Target sequence (Q9UBB5 whole entry, looked up, the tested form may be a part): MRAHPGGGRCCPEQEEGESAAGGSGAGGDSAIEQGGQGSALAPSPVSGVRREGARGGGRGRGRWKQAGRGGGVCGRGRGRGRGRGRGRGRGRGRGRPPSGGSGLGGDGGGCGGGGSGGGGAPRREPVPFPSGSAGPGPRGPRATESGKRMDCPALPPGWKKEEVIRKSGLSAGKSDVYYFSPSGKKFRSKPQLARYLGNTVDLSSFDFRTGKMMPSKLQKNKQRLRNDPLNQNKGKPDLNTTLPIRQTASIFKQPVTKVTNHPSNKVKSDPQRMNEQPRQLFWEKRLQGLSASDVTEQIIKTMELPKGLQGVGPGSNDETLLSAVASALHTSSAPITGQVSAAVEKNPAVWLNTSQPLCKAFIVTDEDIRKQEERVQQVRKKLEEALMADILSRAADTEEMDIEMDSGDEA
Tn7 DDE FP – inhibitors of Tn7 peptide binding to fibrin DD(E), primary screen, biochemical, fluorescence polarization, human fibrin, Tn7 probe | FP displacement of FITC-Tn7 peptide from fibrin DD(E); 0% = median of compound wells per plate | inhibition, % at 8.3 µM | 370,000 compounds, 0.13% hits;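 active = inhibition above the mean of compounds falling within the control limits plus 3 SD of them, cut at about 14% in these data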;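 also: 0% = plate median of compound wells and 100% = 10 µM Aha-Tn7 peptide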
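Assay system: Fibrin-DD(E) protein isolated from polymerized human fibrin clots; read-out basis: percent inhibition; medium: Tris/NaCl/CaCl2 buffer, pH 7.8; signal: FP measurement; incubation: 10 min plus 3 h, room temperature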
An asterisk follows results filed as active.

`Cc1ccc(C)c(NC(=O)CN(C)C(=O)C2CCN(C(=O)Nc3ccccc3)CC2)c1` gave ARFGAP1 inh 1.6, Tn6 DDE FP -3.3, ASAP1 inh 14.0, PLCg1 inh 3.1, proKLK7 act -0.2, UHRF1 binding -0.3, PLCb3 inh -0.5, ADAM17 inh -3.5, MBD2 DNA inh 3.0 and Tn7 DDE FP 8.5.
Screening CC(C)N(C(=O)CSc1nc2ccccc2n1-c1ccccc1)C(C)C returned ARFGAP1 inh 10.1, Tn6 DDE FP -2.3, ASAP1 inh 12.0, PLCg1 inh 2.0, proKLK7 act 0.3, UHRF1 binding 1.5, PLCb3 inh 1.6, ADAM17 inh 5.1, MBD2 DNA inh -1.0 and Tn7 DDE FP -14.9.
CC(=O)Oc1ccccc1Cn1c(C)c(C(=O)NCCC#N)sc1=O was read as ARFGAP1 inh 12.5, Tn6 DDE FP -1.9, ASAP1 inh 3.9, PLCg1 inh -0.8, proKLK7 act -0.4, UHRF1 binding 1.4, PLCb3 inh -1.5, ADAM17 inh -0.9, MBD2 DNA inh 6.2 and Tn7 DDE FP 2.3.
COC(=O)c1ccc(NC(=O)NCCCl)cc1 was read as ARFGAP1 inh 7.5, Tn6 DDE FP -3.6, ASAP1 inh -2.0, PLCg1 inh 8.7, proKLK7 act 0.0, UHRF1 binding -2.4, PLCb3 inh 4.2, ADAM17 inh 1.0, MBD2 DNA inh -2.0 and Tn7 DDE FP 5.8.
`CCOC(=O)/C=C1\CN(Cc2cc(OC)c(OC)c(OC)c2)S(=O)(=O)c2ccc(C(F)(F)F)cc21` gave ARFGAP1 inh 1.4, Tn6 DDE FP -1.6, ASAP1 inh 13.9, PLCg1 inh 8.5, proKLK7 act -0.7, UHRF1 binding 0.6, PLCb3 inh 8.3, ADAM17 inh 6.1, MBD2 DNA inh -7.7 and Tn7 DDE FP -4.3.
For CC(C)(C)NC(=O)C(=O)NNC(=O)COc1ccc(Br)cc1 the results were ARFGAP1 inh -2.0, Tn6 DDE FP 3.1, ASAP1 inh -1.1, PLCg1 inh -1.1, proKLK7 act -0.2, UHRF1 binding -2.8, PLCb3 inh 2.2, ADAM17 inh 1.3, MBD2 DNA inh -3.9 and Tn7 DDE FP -2.3.
For Cc1ccc(NC(=O)Cn2nc(C)cc2C)cc1 the results were ARFGAP1 inh 3.1, Tn6 DDE FP -1.0, ASAP1 inh -6.9, PLCg1 inh 3.9, proKLK7 act -0.3, UHRF1 binding -1.0, PLCb3 inh 2.1, ADAM17 inh 2.2, MBD2 DNA inh 1.3 and Tn7 DDE FP -5.6.
For Cc1ccc(C(=O)NN2C(=O)c3ccc(S(=O)(=O)c4ccc(C(=O)O)cc4)cc3C2=O)cc1 the results were ARFGAP1 inh -16.4, Tn6 DDE FP -0.1, ASAP1 inh -0.5, PLCg1 inh -2.0, proKLK7 act 1.1, UHRF1 binding 0.7, PLCb3 inh -5.5, ADAM17 inh -2.6, MBD2 DNA inh 1.6 and Tn7 DDE FP 4.6.
`OC(c1ccccc1)(c1nc(/C=C/c2ccccc2)cs1)C(F)(F)F` (stereo not given) gave ARFGAP1 inh 7.6, Tn6 DDE FP -0.9, ASAP1 inh 13.6, PLCg1 inh 0.9, proKLK7 act -0.1, UHRF1 binding 0.3, PLCb3 inh 3.9, ADAM17 inh 6.8, MBD2 DNA inh 0.4 and Tn7 DDE FP 6.4.
Screening CC(=O)C1C(c2ccc(O)cc2)NC(=O)NC1(O)C(F)(F)F (stereo not given) returned ARFGAP1 inh -3.1, Tn6 DDE FP 5.4, ASAP1 inh -2.0, PLCg1 inh 3.8, proKLK7 act 0.0, UHRF1 binding 0.4, PLCb3 inh 1.1, ADAM17 inh 4.8, MBD2 DNA inh -3.0 and Tn7 DDE FP -0.8.
Screening COC(=O)c1ccccc1NC(=O)c1cc(-c2ccc(O)cc2)on1 returned ARFGAP1 inh 19.3, Tn6 DDE FP 6.8, ASAP1 inh -2.9, PLCg1 inh 2.5, proKLK7 act -0.4, UHRF1 binding 0.5, PLCb3 inh 1.1, ADAM17 inh 0.2, MBD2 DNA inh -2.3 and Tn7 DDE FP -8.4.
CC1(C(=O)Nc2ccccc2Br)CCN1C(=O)Cc1ccccc1Cl (stereo not given) was read as ARFGAP1 inh 2.9, Tn6 DDE FP -0.2, ASAP1 inh 0.4, PLCg1 inh 3.0, proKLK7 act -0.2, UHRF1 binding -0.2, PLCb3 inh 0.0, ADAM17 inh 0.7, MBD2 DNA inh 0.0 and Tn7 DDE FP -2.7.
For O=C(CNc1cccc(S(=O)(=O)N2CCOCC2)c1)Nc1cccc(Br)c1 the results were ARFGAP1 inh -6.7, Tn6 DDE FP -0.1, ASAP1 inh -7.6, PLCg1 inh 2.4, proKLK7 act -0.2, UHRF1 binding -4.4, PLCb3 inh -35.7, ADAM17 inh 1.5, MBD2 DNA inh -1.3 and Tn7 DDE FP 2.7.
`Cc1ccc(NC(=O)c2ccco2)c([N+](=O)[O-])c1` gave ARFGAP1 inh 2.3, Tn6 DDE FP -6.4, ASAP1 inh 9.5, PLCg1 inh 0.9, proKLK7 act 0.1, UHRF1 binding -1.5, PLCb3 inh 1.2, ADAM17 inh 0.8, MBD2 DNA inh -3.8 and Tn7 DDE FP -12.1.
For COc1ccc(NS(=O)(=O)c2cccc(C(=O)N3CCN(C(=O)c4ccco4)CC3)c2)cc1 the results were ARFGAP1 inh -1.3, Tn6 DDE FP 2.0, ASAP1 inh -9.9, PLCg1 inh -0.6, proKLK7 act 0.6, UHRF1 binding -0.6, PLCb3 inh -3.8, ADAM17 inh -4.2, MBD2 DNA inh -0.4 and Tn7 DDE FP -7.8.
COc1ccc(C(=O)NCCc2nnc(SCC(=O)Nc3ccc(Br)cc3)n2C)cc1 was read as ARFGAP1 inh -1.4, Tn6 DDE FP -4.4, ASAP1 inh -1.8, PLCg1 inh 3.5, proKLK7 act 0.0, UHRF1 binding 6.5, PLCb3 inh 2.9, ADAM17 inh -8.7, MBD2 DNA inh 8.4 and Tn7 DDE FP 6.5.
Screening COC(=O)c1cc(-c2cccs2)c(=O)n2c1CCC2 returned Tn6 DDE FP 1.1, PLCg1 inh -174.3, proKLK7 act 6.0, UHRF1 binding -9.2, PLCb3 inh -231.8, ADAM17 inh -417.2, MBD2 DNA inh -2.3 and Tn7 DDE FP 1.4.
For O=C(NNC(=O)c1ccncc1)NC1CCCCC1 the results were ARFGAP1 inh -8.2, Tn6 DDE FP 0.5, ASAP1 inh -2.0, PLCg1 inh -0.3, proKLK7 act -0.8, UHRF1 binding -1.8, PLCb3 inh 1.4, ADAM17 inh -4.1, MBD2 DNA inh 3.2 and Tn7 DDE FP -3.3.
CCn1nc(C)c(NC(=O)CSc2nnc(-c3ccco3)n2C)c1C was read as ARFGAP1 inh 9.5, Tn6 DDE FP -6.4, ASAP1 inh 8.3, PLCg1 inh 7.3, proKLK7 act 0.3, UHRF1 binding 2.9, PLCb3 inh 10.9*, ADAM17 inh 4.8, MBD2 DNA inh -7.3 and Tn7 DDE FP -4.2.
`CCOC(=O)Cc1csc(SCC(=O)NC2CCCCC2)n1` gave ARFGAP1 inh -7.5, Tn6 DDE FP 2.2, ASAP1 inh 6.0, PLCg1 inh 0.6, proKLK7 act 0.8, UHRF1 binding -3.1, PLCb3 inh 1.5, ADAM17 inh -1.9, MBD2 DNA inh 4.0 and Tn7 DDE FP 1.5.
`O=C(Nc1nc(-c2cc3ccccc3o2)cs1)c1ccc(S(=O)(=O)N2CCCC2)cc1` gave ARFGAP1 inh 5.7, Tn6 DDE FP -7.4, ASAP1 inh -0.3, PLCg1 inh -2.1, proKLK7 act -6.3, UHRF1 binding 5.4, PLCb3 inh -3.4, ADAM17 inh 0.1, MBD2 DNA inh -0.8 and Tn7 DDE FP -9.0.
Screening COC(=O)/C=C/CC(C)OS(N)(=O)=O (stereo not given) returned ARFGAP1 inh 13.3, Tn6 DDE FP 7.4, ASAP1 inh 2.3, PLCg1 inh -0.9, proKLK7 act 1.1, UHRF1 binding -3.7, PLCb3 inh 1.6, ADAM17 inh -3.7, MBD2 DNA inh -1.1 and Tn7 DDE FP 2.2.
`CCCn1c(SCC(=O)Nc2ccc3c(c2)CCC3)n[nH]c1=O` gave ARFGAP1 inh 1.1, Tn6 DDE FP 5.6, ASAP1 inh -0.9, PLCg1 inh 3.3, proKLK7 act -0.2, UHRF1 binding -4.1, PLCb3 inh 2.7, ADAM17 inh 0.3, MBD2 DNA inh 4.5 and Tn7 DDE FP 3.1.
O=C(Nc1cc(C(F)(F)F)ccc1Cl)C(Sc1ccccn1)c1ccccc1 (stereo not given) was read as ARFGAP1 inh 1.3, Tn6 DDE FP 3.3, ASAP1 inh -12.7, PLCg1 inh 2.3, proKLK7 act 0.2, UHRF1 binding -1.0, PLCb3 inh -6.4, ADAM17 inh -2.6, MBD2 DNA inh 2.5 and Tn7 DDE FP 0.6.
Screening COc1ccc(C2CC(c3ccc(C)cc3)=NN2C(=O)CCC(=O)O)cc1OC (stereo not given) returned ARFGAP1 inh 4.1, Tn6 DDE FP -5.3, ASAP1 inh -1.2, PLCg1 inh -1.4, proKLK7 act 0.1, UHRF1 binding -0.7, PLCb3 inh 1.2, ADAM17 inh 2.2, MBD2 DNA inh 0.0 and Tn7 DDE FP 1.9.
For OC(COC(c1ccc(F)cc1)c1ccc(F)cc1)CN1CCCC(C(F)(F)F)C1 (stereo not given) the results were ARFGAP1 inh -6.2, Tn6 DDE FP 1.9, ASAP1 inh 5.1, PLCg1 inh 6.8, proKLK7 act 0.4, UHRF1 binding -0.4, PLCb3 inh -34.8, ADAM17 inh 3.2, MBD2 DNA inh 2.0 and Tn7 DDE FP -5.1.
For CSc1cccc(NC(=O)COc2ccccc2)c1 the results were ARFGAP1 inh 5.3, Tn6 DDE FP -2.2, ASAP1 inh 11.1, PLCg1 inh -2.6, proKLK7 act -0.3, UHRF1 binding -0.1, PLCb3 inh -0.6, ADAM17 inh -3.5, MBD2 DNA inh 4.6 and Tn7 DDE FP -1.9.

Screens: PubChem BioAssay, The Scripps Research Institute Molecular Screening Center

Compounds were not picked by outcome; any-hit rate near 4.1%.
